# Compound activity deposited in PubChem by National Center for Advancing Translational Sciences (NCATS).
# FUS suppressor: qHTS for Suppressors of FUS Proteinopathy: Primary screen using FUS-linked yeast assay; S. cerevisiae FUS-expressing, growth rescue, OD600, 24 h; Potency, µM (series often up to 76.6 µM), without a hit: at the highest dose growth rescue (activation), usual class: activators; 390,000 tested, 0.24% active; AID 1347120, 2019;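 note: plate controls were DMSO vehicle for no effect and reference control for full effect; nearly all actives have a fitted effect of over 55% in size; some results filed as inactive show a strong effect at the top dose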
#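 Yeast expressing FUS under galactose induction, OD 0.005 in 2% galactose medium; compounds in a dilution series, 24 h at 30C. Growth rescue by absorbance at 600 nm; CP55940 positive control, DMSO negative.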
# EPAC2 ag: qHTS for Agonist of cAMP-regulated guanine nucleotide exchange factor 4 (EPAC2): primary screen | AID 720711, 2013 | Potency, µM (highest dose often 154 µM), for inactives: at the highest dose activation, actives largely listed as activators | 360,000 tested, 0.079% active | EPAC2 activation, biochemical qHTS; response scale: 100% = 6.5 mM cAMP response; note: nearly all actives have a fitted effect of over 50% in size
#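 Exchange assay: 100 nM EPAC2 with 250 nM Rap1B-BODIPY-GDP and 50 uM GDP. Fluorescence (ex 480/em 540 nm) read every 5 min for 30 min at room temperature. Data normalized to 6.5 mM cAMP as agonist control.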
# EPAC1 antagonist: qHTS for Antagonist of cAMP-regulated guanine nucleotide exchange factor 3 (EPAC1): primary screen; Rap guanine nucleotide exchange factor 3 (Homo sapiens), O95398; EPAC1 GEF assay, Rap1b-BODIPY-GDP exchange fluorescence; Potency, µM (doses to about 115 µM), inactives show at the top dose activity change, negative = inhibition, hits mostly inhibitors; 360,000 tested, 0.14% active;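 note: plate controls were vehicle for no effect and positive control for full effect; nearly all actives have a fitted effect of over 50% in size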
# Target sequence (O95398 whole entry, looked up): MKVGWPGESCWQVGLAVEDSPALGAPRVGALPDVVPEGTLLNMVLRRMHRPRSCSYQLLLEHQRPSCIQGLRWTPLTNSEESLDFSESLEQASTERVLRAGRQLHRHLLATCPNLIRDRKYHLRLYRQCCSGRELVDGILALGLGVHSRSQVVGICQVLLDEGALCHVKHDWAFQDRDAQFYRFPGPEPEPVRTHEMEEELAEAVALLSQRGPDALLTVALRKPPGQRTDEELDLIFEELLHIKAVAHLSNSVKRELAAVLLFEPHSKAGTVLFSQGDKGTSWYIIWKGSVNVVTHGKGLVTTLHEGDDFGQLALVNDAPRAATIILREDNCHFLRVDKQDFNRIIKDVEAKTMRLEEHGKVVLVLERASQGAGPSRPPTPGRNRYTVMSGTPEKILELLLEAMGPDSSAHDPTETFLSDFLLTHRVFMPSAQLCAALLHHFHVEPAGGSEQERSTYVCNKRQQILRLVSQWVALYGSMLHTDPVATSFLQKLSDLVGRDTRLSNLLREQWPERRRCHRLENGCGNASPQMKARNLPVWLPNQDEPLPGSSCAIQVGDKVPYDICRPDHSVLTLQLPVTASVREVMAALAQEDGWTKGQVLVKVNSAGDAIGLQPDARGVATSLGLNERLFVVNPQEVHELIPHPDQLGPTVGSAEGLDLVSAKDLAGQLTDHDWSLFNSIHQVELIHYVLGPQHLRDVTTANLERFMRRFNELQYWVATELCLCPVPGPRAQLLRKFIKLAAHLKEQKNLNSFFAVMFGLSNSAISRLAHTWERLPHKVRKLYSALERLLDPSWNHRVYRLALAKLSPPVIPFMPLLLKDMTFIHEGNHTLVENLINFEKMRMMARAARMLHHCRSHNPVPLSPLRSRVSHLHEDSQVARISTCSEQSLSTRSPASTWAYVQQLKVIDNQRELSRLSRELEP
# EPAC1 ag: qHTS for Agonist of cAMP-regulated guanine nucleotide exchange factor 3 (EPAC1): primary screen; 360,000 tested, 0.073% active; Potency, µM (titrated, usually from 154 µM), for the others: top-dose activation, hits mostly activators; AID 720707, 2013; Rap guanine nucleotide exchange factor 3 (Homo sapiens), O95398; EPAC1 agonist qHTS, biochemical assay; response scale: 100% = response to 6.5 mM cAMP; note: nearly all actives have a fitted effect of over 60% in size
#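 Fluorescent GDP-exchange assay: 100 nM EPAC1 with 250 nM Rap1B preloaded with BODIPY-GDP and 50 uM GDP; compounds tested as concentration series, 5 min at room temperature, then read every 5 min for 30 min (ex 480/em 540 nm); normalized to 6.5 mM cAMP.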
# PTHR1 agonist: qHTS for PTHR1 Agonists: Primary Screen; Parathyroid hormone/parathyroid hormone-related peptide receptor (Homo sapiens), Q03431; HEK293 GP2 PTHR1 cells, GloSensor cAMP luminescence, 1 h; Potency, µM (doses to about 115 µM), for inactives: at the highest dose activation, actives largely listed as activators; 410,000 tested, 0.075% active; AID 743266, 2014; note: nearly all actives have a fitted effect of over 55% in size; some results filed as inactive show a strong effect at the top dose; inactives centre near -15; many of its hits are not listed in these tables
#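 HEK-293-derived GP2 cells expressing PTHR1 and a GloSensor cAMP reporter, 3,000/well, plated overnight, given luciferin plus IBMX (each 0.5 mM as added) for 1 h at 37 °C, then compound for 1 h at 37 °C. Luminescence was read after 15 min at room temperature.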
# aSyn rescue: qHTS of alpha-syn Inhibitors; Yeast expressing alpha-synuclein, growth rescue, BacTiter-Glo, 24 h; Potency, µM (series often up to 46.1 µM), without a hit: top-dose growth rescue (activation), actives largely listed as activators; 370,000 tested, 0.14% active; AID 652106, 2013; note: % of control where 0% means no effect; nearly all actives have a fitted effect of over 65% in size
#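 Screening used galactose-induced yeast with toxic alpha-synuclein levels, exposed to compound for 24 hr at 30 deg C. Cell growth, read with BacTiter-Glo luminescence, gave the measured signal.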
# EPAC2 antagonist: qHTS for Antagonist of cAMP-regulated guanine nucleotide exchange factor 2 (EPAC2): primary screen; EPAC2 GEF exchange of Rap1B-BODIPY-GDP, fluorescence; Potency, µM (titrated, usually from 114 µM), for the others: at the highest dose activity, negative = inhibition, usual class: inhibitors; 360,000 tested, 0.18% active; AID 720708, 2013; note: % is set by controls: 0 for no effect and ±100 for the full control effect; nearly all actives have a fitted effect of over 45% in size; many of its hits are not listed in these tables
# TDP43 rescue: qHTS of TDP-43 Inhibitors. TDP-43 expressing yeast growth rescue, BacTiter-Glo, 24 h. Potency, µM (highest dose often 46.1 µM), for inactives: top-dose growth rescue (activation), usual class: activators. 410,000 tested, 1.8% active. AID 652104, 2013; note: % of control where 0% means no effect; nearly all actives have a fitted effect of over 50% in size
#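 In this qHTS, compounds that restore growth of yeast expressing TDP-43 appear as activators. Cells (OD600=0.02, galactose medium, raffinose-pregrown) are incubated with compound 24 hr at 30 deg C and growth is quantified by BacTiter-Glo.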
# The depositor's hits bear a star; i = inactive; ? = inconclusive; / = no result given; & = joins results of further samples; [ ] = dose if it differs, or a comment. Calls come from the whole dose curve; as a rule, active = well fitted curve in the direction sought with a large enough effect; inconclusive = small, poorly fitted or top-dose-only effect, or another doubt; inactive = no such curve, though single readings can be large; an effect the other way counts as inactive or inconclusive. Potency is the fitted concentration of half-maximal effect.
SMILES,FUS suppressor,EPAC2 ag,EPAC1 antagonist,EPAC1 ag,PTHR1 agonist,aSyn rescue,EPAC2 antagonist,TDP43 rescue
CC1(C)Oc2ccc(C(=O)N3CCc4ccccc43)cc2N(CC(=O)N2CCCC2)C1=O,13%,-8%,-8%,2%,i,-7%,1%,3%
O=C(NCc1ccc(F)cc1)c1ccncc1,-25%,11%,-8%,-8%,i,1%,1%,17%
CCOc1ccc(-c2c(C(=O)N/N=C/c3cccc(Br)c3)nnn2-c2nonc2N)cc1,1%,1%,-22%,-1%,i,-9%,-13%,11%
CC(C)CCNC(=O)[C@@H](Cc1ccccc1)NC(=O)CC[C@H]1O[C@@H](n2ccc(=O)[nH]c2=O)[C@H](O)[C@@H]1O,-20%,6%,-5%,2%,0%,-3%,8%,20%
CC(NC(=O)CSc1ncn[nH]1)c1ccc(Cl)cc1Cl (configuration not stated),19%,7%,-8%,-9%,i,-5%,24%,0%
Cc1cc(C)cc(OC(=O)CCN2C(=O)c3ccccc3C2=O)c1,31%,9%,-8%,29%,-10%[57.5 µM],2%,-3%,-12%
CN(C(=O)c1cccc(NC(=O)Cc2ccc(NC(=O)C3CCCN(S(=O)(=O)c4cccc([N+](=O)[O-])c4)C3)cc2)c1)C1CCCCC1 (configuration not stated),?,6%,-4%,-4%,i,8%,9%,19%
CCn1cc(SCC(=O)N2CCOCC2)c2ccccc21,1%,0%,1%,-11%,-11%,0%,1%,1%
COc1cccc(OCC(O)CNC(=O)c2oc3ccc(C)cc3c2C)c1 (configuration not stated),24%,11%,-9%,8%,i,16%,-12%,26%
CCOC(=O)/C=C/C(=O)OCc1csc(CC(=O)Nc2ccccc2C)n1,23%,-3%,18%,-3%,?,5%,0%,?
O=C(NCCN1CCCCC1)c1cc2ccccc2[nH]1,-8%,1%,0%,1%,i,-4%,-2%,-8%
CC1(C(=O)CSc2nc3ccccc3s2)CCC(=O)O1 (configuration not stated),12%,5%,-4%,-4%,i,1%,-2%,14%
O=C(Nc1cccnc1)c1ccc(COc2ccccc2Cl)o1,19%,10%,-13%,4%,-7%[57.5 µM],-2%,-9%,?
COC(=O)CN(c1nc(C)c(Br)c(OC)n1)S(=O)(=O)c1ccc(C)cc1,4%,11%,9%,7%,0%[57.5 µM],3%,-1%,-5%
CCOC(=O)c1c(NC(=O)CSc2nnc(-c3ccc(OC)cc3)o2)sc2c1CCC2,-11%,4%,11%,-1%,i,-3%,1%,-7%
COc1cc(OC)cc(C(=O)Nc2ccc(S(=O)(=O)N3CCOCC3)cc2)c1,-1%,3%,9%,11%,-20%,-2%,-3%,15%
CC(C)CN(CCC(=O)O)CC(C)C,-17%,10%,-1%,11%,i,/,-7%,-19%
COc1cccc(C(NC(C)=O)c2nc(-c3cccnc3)cs2)c1 (configuration not stated),3%,0%,-18%,-10%,i,-10%,2%,9%
CC(=O)Nc1nc2c(ccc3ccccc32)s1,-8%,16%,-8%,9%,i,-3%,-1%,-1%
C[C@@H]1CN([C@H](C)CO)C(=O)CCCn2nncc2CO[C@@H]1CN(C)S(=O)(=O)c1cccc(C#N)c1,-16%,9%,-10%,13%,-18%,2%,-6%,-2%
Cc1ccccc1N/C=C/C(=C(C#N)C#N)N(C)C,-14%,3%,11%,-1%,-16%[57.5 µM],0%,-3%,-2%
CC(=O)Nc1ccc(NC(=O)C(C)n2c3ccccc3c3nc(=O)cc(C)n32)cc1 (configuration not stated),17%,-6%,6%,0%,-4%,-4%,8%,-21%
CC(C)Oc1ccc(C(=O)Nc2ncn[nH]2)cc1,8%,-2%,-2%,-4%,-10%,-1%,8%,21%
COc1cc(NC(=O)Cn2nnc(-c3ccccc3N)n2)cc(OC)c1,5%,17%,-21%,13%,-10%,1%,-7%,-15%
CC(C(=O)O)N1C(=O)C2C3CC(C2C1=O)C1C(c2ccccc2)c2sc(=O)[nH]c2SC31 (configuration not stated),/,8%,-7%,5%,4%,-2%,-20%,-6%
CC1CCCCC1NC(=O)CN1CCN(S(=O)(=O)c2ccc(Br)s2)CC1 (configuration not stated),/,-1%,-13%,3%,-42%[inhibitor],1%,-2%,0%
C[C@H](CO)N1C[C@H](C)[C@@H](CN(C)S(=O)(=O)c2ccccc2)OCc2cnnn2CCCC1=O,-20%,-2%,14%,-9%,-24%,2%,4%,14%
CC1C(=O)C(C)(C)C(=O)OC1c1ccc([N+](=O)[O-])cc1 (configuration not stated),-34%,2%,-17%,-7%,i,0%,3%,21%
CCC(C)NCCOCCOc1ccccc1-c1ccccc1 (configuration not stated),-19%,8%,-1%,6%,i,10%,-3%,-21%
CCCc1nc2ccc(C)cn2c1Cc1ccccc1C(F)(F)F,11%,9%,1%,-3%,-19%,-2%,?,10%
CC1CCc2nc(NC(=O)C3CC3)sc2C1 (configuration not stated),-31%,-7%,-22%,3%,i,-9%,2%,14%
COc1ccc(C2Nc3ccccc3C(=O)N2c2ccccc2)cc1Cn1cc([N+](=O)[O-])cn1 (configuration not stated),7%,9%,4%,8%,i,15%,4%,-4%[0.397 µM]
CC1c2ccsc2CCN1S(=O)(=O)c1cccs1 (configuration not stated),20%,17%,-3%,-4%,-69%[inhibitor],3%,-4%,21%
CC(CCc1ccccc1)NC(=O)c1ccc(Cl)nc1 (configuration not stated),-3%,-3%,17%,-4%,-2%[57.5 µM],15%,15%,-5%
O=C(Nc1sc2c(c1C(=O)c1ccccc1)CCCC2)c1cccnc1,/,0%,6%,2%,i,-8%,-4%,10%
CSc1ncccc1C(=O)Nc1cccc(S(=O)(=O)N2CCCC2)c1,1%,20%,-18%,9%,-36%[inhibitor],-8%,6%,17%
Oc1ccc(C(c2nnnn2C2CCCCC2)N2CCOCC2)cc1 (configuration not stated),21%,5%,-14%,13%,i,4%,4%,3%
COc1cc(/C=N/N=C(\N)c2nonc2N)cc(OC)c1O,18%,20%,-11%,8%,-11%,-4%,-7%,-15%
CCOc1ccccc1C(=O)OCC(=O)Nc1ccc(OC(F)F)cc1,31%,5%,-11%,13%,?,5%,-16%,-6%
COc1ccc(Nc2ncnc3sc(C)cc23)c(OC)c1,3%,-1%,-10%,-1%,-18%,0%,6%,?
CC1(C)Oc2ccc3ccc(=O)oc3c2-c2cnoc21,2%,0%,-18%,-11%,-13%,2%,-13%,-21%
Cc1ccc(NC(=O)NC(=O)COc2ccccc2C(N)=O)c(C)c1,-23%,-1%,8%,8%,-13%,4%,4%,6%
COc1ccc(Cl)cc1NC(=O)c1noc(C)c1[N+](=O)[O-],-2%,2%,4%,9%,i,2%,-2%,?
Cc1cc(NC(=O)CCSc2nc(-c3ccco3)cc(C(F)(F)F)n2)n(-c2ccccc2)n1,28%,-6%,-3%,2%,-35%[inhibitor][57.5 µM],0%,-10%,11%
Cc1cc(=O)n2nc(N3CCC(C(=O)NCc4ccccc4F)CC3)sc2n1,-5%&2%,4%,-7%,10%,-2%,0%,-4%,7%&11%
O=C(Nc1ccccc1-c1nc2ccccc2[nH]1)c1ccc(S(=O)(=O)N2CCCCC2)cc1,12%,10%,-6%,8%,-7%[57.5 µM],14%,-5%,0%
NC(=O)C1(N2CCCCC2)CCN(C(=O)CSc2nc3ccccc3[nH]2)CC1,-3%,14%,1%,6%,i,-2%,6%,2%
Cc1nnc(C)c2c(C)n(-c3ccccc3)c(C)c12,-16%,16%,-3%,1%,-37%[inhibitor],-5%,22%,-19%
O=C(CSC1=Nc2ccccc2C2CC=NN12)Nc1ccc2c(c1)OCO2 (configuration not stated),16%,3%,8%,0%,-8%,2%,-2%,?
NC(=O)c1ccc(NS(=O)(=O)c2ccc(Br)s2)cc1,-13%,-1%,-8%,-9%,i,-1%,-3%,15%
CCOc1ccc(N2C(=O)C(Cl)=C(N3CCOCC3)C2=O)cc1,24%,4%,2%,6%,i,9%,-5%,29%
CC(CNC(=O)c1cc(COc2ccc3ncccc3c2)on1)c1ccccc1 (configuration not stated),/,9%,3%,12%,-53%[inhibitor],0%,-7%,?
Cc1cc(NC(=O)CCC(=O)N(Cc2cccs2)C(C)(C)C(=O)NC2CCCCC2)no1,21%,26%,-30%,0%,i,0%,-4%,2%
COC(=O)c1c(NC(=O)CCCC(=O)O)sc2c1CCC2,20%,5%,14%,4%,i,4%,10%,13%
O=C(NC12CC3CC(CC(C3)C1)C2)OCCNC1CCCCC1,2%,4%,14%,1%,-11%,5%,1%,-29%
O=C(COC(=O)/C=C/c1cccs1)Nc1ccccc1Cl,17%,6%,8%,-10%,-3%,-3%,1%,-10%[9.22 µM]
Cc1cccc(C2C3=C(CCCC3=O)N=C3c4ccccc4C(=O)C32)c1 (configuration not stated),-4%,-8%,-24%,-16%,-9%,-6%,2%,21%
COc1nc(NCCc2ccc(OC)c(OC)c2)nc(Nc2ccccc2)n1,20%,18%,-12%,13%,-38%[inhibitor],1%,-7%,?
COc1cc2nc(CN(C)Cc3nc4ccccc4c(=O)[nH]3)[nH]c(=O)c2cc1OC,?,-11%,-9%,3%,18%,3%,-7%,-10%

# Four compounds already listed, ordered by heavy-atom count, smallest number first.
SMILES,FUS suppressor,EPAC2 ag,EPAC1 antagonist,EPAC1 ag,PTHR1 agonist,aSyn rescue,EPAC2 antagonist,TDP43 rescue
CC(=O)Nc1nc2c(ccc3ccccc32)s1,-8%,16%,-8%,9%,i,-3%,-1%,-1%
Cc1ccccc1N/C=C/C(=C(C#N)C#N)N(C)C,-14%,3%,11%,-1%,-16%[57.5 µM],0%,-3%,-2%
CCn1cc(SCC(=O)N2CCOCC2)c2ccccc21,1%,0%,1%,-11%,-11%,0%,1%,1%
CC(C)CCNC(=O)[C@@H](Cc1ccccc1)NC(=O)CC[C@H]1O[C@@H](n2ccc(=O)[nH]c2=O)[C@H](O)[C@@H]1O,-20%,6%,-5%,2%,0%,-3%,8%,20%

# These rows are one share of the data; rates above refer to the full screens.
